Assay outcomes deposited in PubChem by National Center for Advancing Translational Sciences (NCATS).
USP2a inh: qHTS Assay for Inhibitors of Ubiquitin-specific Protease USP2a; Potency, µM (titrated, usually from 38.3 µM), without a hit: at the highest dose activity change, negative = inhibition, usual class: inhibitors; hit rate 0.1% among 60,000; USP2a enzymatic assay, qHTS inhibition;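 note: potency is the fitted concentration of half-maximal effect; nearly all actives have a fitted effect of over 60% in size; plate controls were DMSO for no effect and NEM full inhibition control for full effect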
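USP2 core (20 nM final) was preincubated with compound for 30 min at RT in 20 mM Tris-HCl pH 8.0, 2 mM CaCl2, 2 mM beta-mercaptoethanol; Ub-PLA2 (20 nM) plus NBD C6-HPC (20 uM) then added, fluorescence read after 2.5 h.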
Epigenetic mod: qHTS Assay for Epigenetic Modulators. hit rate 0.09% among 68,000. mouse C127i GFP locus derepression, cytometry, 30 h. AID 597, 2007. Potency, µM (highest dose often 46.1 µM), without a hit: at the top dose GFP derepression (activation); note: % of control where 0% means no effect
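Murine C127i mammary cells carrying a silenced, stably integrated CMV-driven GFP reporter were treated with compound for 30 hours at 37 C. After PBS washes, GFP-positive cells were counted by laser-scanning microplate cytometry.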
4MU fluor: qHTS Assay for Spectroscopic Profiling in 4-MU Spectral Region | compound autofluorescence, 340/450 nm, 4-MU equivalents; hits give high values | max dye-equivalent concentration, M | hit rate 11% among 59,000 | AID 589, 2007; in the data active = max dye-equivalent concentration above about 10 nM; inconclusive = mostly about 1.1 nM to 9.6 nM
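Compounds in 100 mM Tris, pH 8.0, sat 15 min at room temperature before fluorescence was read at 340 nm excitation/450 nm emission; a per-plate six-point 4-MU standard curve converted signals to dye-equivalent concentration at each compound concentration.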
A350 autofl: qHTS Assay for Spectroscopic Profiling in A350 Spectral Region | Compound autofluorescence, 340/450 nm, Alexa 350 dye-equivalents; hits give high values | max dye-equivalent concentration, M | hit rate 11% among 59,000 | AID 590, 2007; in the data active = max dye-equivalent concentration above about 10 nM; inconclusive = mostly about 1.1 nM to 9.6 nM
Caspase-1 inhib: qHTS Assay for Allosteric/Competitive Inhibitors of Caspase-1; P29466; Caspase-1 enzyme, Ac-WEHD-AFC fluorogenic rate; Potency, µM (doses to about 57.5 µM), for inactives: at the top dose activity change, negative = inhibition, usual class: inhibitors; hit rate 0.03% among 75,000; AID 900, 2007;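 note: potency is the fitted concentration of half-maximal effect; plate controls were vehicle for no effect and no substrate for full effect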
Ub-GFP proteasome: Ubiquitin-GFP Assay. Ubiquitin-GFP reporter cells, proteasome inhibition, GFP fluorescence; response scale: untreated = 0%, 10 µM MG-132 = 100%. Potency, µM (titrated, usually from 45.9 µM), for the others: at the highest dose activation (GFP accumulation), hits mostly activators. 67,000 tested, under 10 active. AID 526, 2006; active = well fitted activation curve with a large enough effect, not every such curve was filed as active; inconclusive = small, poorly fitted or top-dose-only effect, or another doubt; inactive = no such curve, though single readings can be large or run the other way; note: potency is the fitted concentration of half-maximal effect
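U2OS cells stably expressing ubiquitin(G76V)-GFP, seeded overnight in 0.5% FBS medium, were exposed to compounds (qHTS, 46 uM to 2.9 nM) for 4 hr at 37 °C. GFP-positive cells were counted by laser cytometry (488 ex/515 em), normalized between basal and 10 uM MG-132.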
HEK293 cAMP cs: qHTS Assay for Agonists of the Thyroid Stimulating Hormone Receptor: Activators of Intracellular cAMP Concentrations in Parental HEK 293; parental HEK293 CNG cAMP sensor, membrane potential fluorescence; Potency, µM (top dose mostly 57.1 µM), without a hit: top-dose activation, actives largely listed as activators; hit rate 2.5% among 73,000; AID 938, 2007; note: potency is the fitted concentration of half-maximal effect; % of control where 0% means no effect; nearly all actives have a fitted effect of over 55% in size
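Parental HEK 293 cells stably expressing a modified CNG channel (no TSHR) report cAMP rise as membrane depolarization. Membrane potential dye with 100 uM RO 20-1724 was loaded for 60 min at room temperature, then compound added for 30 min; fluorescence read at 590 nm.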
Casp7 inh: qHTS Assay for Allosteric/Competitive Inhibitors of Caspase-7 | hit rate 0.02% among 75,000 | recombinant caspase-7, Ac-DEVD-AFC fluorescence rate | Potency, µM (highest dose often 57.5 µM), for inactives: top-dose activity change, negative = inhibition, most hits filed as inhibitors; active = well fitted inhibition curve with a large enough effect in the main read-out, with a control signal flat, not every such curve was filed as active; inconclusive = small, poorly fitted or top-dose-only effect, or a change in a side signal; note: potency is the fitted concentration of half-maximal effect; % of control where 0% means no effect
BRCT inh red: qHTS Assay for Inhibitors of BRCT-Phosphoprotein Interaction (Red Fluorophore). Breast cancer type 1 susceptibility protein (Homo sapiens), P38398. BRCT-phosphopeptide binding, red fluorescence polarization. Potency, µM (series often up to 76.9 µM), for inactives: top-dose activity change, negative = inhibition, hits mostly inhibitors. hit rate 0.03% among 75,000; note: % is set by controls: 0 for no effect and ±100 for the full control effect
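Fluorescence polarization: 100 nM His-tagged BRCA1 BRCT with 100 nM TAMRA-labelled phospho-BACH1 decapeptide, phosphate buffer pH 7.3 with 150 mM NaCl, DTT, 0.01% Tween 20; 12 min RT. Binding inhibition seen as FP decrease.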
BRCT inh green: qHTS Assay for Inhibitors of BRCT-Phosphoprotein Interaction (Green Fluorophore); Breast cancer type 1 susceptibility protein (Homo sapiens), P38398; BRCA1 BRCT-phosphopeptide binding, green fluorescence polarization; Potency, µM (titrated, usually from 76.9 µM), for the others: at the highest dose activity change, negative = inhibition, hits mostly inhibitors; hit rate 0.05% among 75,000;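 note: potency is the fitted concentration of half-maximal effect; plate controls were peptide without protein for full effect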
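Fluorescence polarization: His-tagged BRCT (~35 kDa BRCA1 C-terminus, 250 nM) bound to 100 nM fluorescein-labeled phosphorylated 10-aa BACH1 peptide, pH 7.3 phosphate buffer with DTT and Tween 20. Compounds incubated 12 min at room temperature; inhibition read as lowered polarization.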
Fluorescein fluor: qHTS Assay for Spectroscopic Profiling in Fluorescein Spectral Region; max fluorescein-equivalent concentration, M; Compound autofluorescence, 480/540 nm, fluorescein-equivalent; hits give high values; hit rate 0.91% among 59,000; in the data active = max fluorescein-equivalent concentration above about 10 nM; inconclusive = between about 1.1 nM and that limit
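Values reflect compound autofluorescence, normalized to fluorescein on the same plate and reported at each tested concentration. Conditions: 100 mM Tris pH 8.0, room temperature, 15 min, excitation 480 nm, emission 540 nm.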
Active calls of the source: *; i = inactive; ? = inconclusive; . = not tested or not shown; [ ] = remark or other dose. Unless noted, calls come from the whole dose curve; as a rule, active = well fitted curve in the direction sought with a large enough effect; inconclusive = small, poorly fitted or top-dose-only effect, or another doubt; inactive = no such curve, though single readings can be large; an effect the other way counts as inactive or inconclusive. A portion of the library, so the mix of outcomes need not match the whole.

SMILES | USP2a inh | Epigenetic mod | 4MU fluor | A350 autofl | Caspase-1 inhib | Ub-GFP proteasome | HEK293 cAMP cs | Casp7 inh | BRCT inh red | BRCT inh green | Fluorescein fluor
Nc1nnc(SCCOc2ccc(Br)cc2)s1 | 0.3% | -2.2% | i | i | -1.5% | -0.9% | 1.4% | -0.6% | -0.3% | 0.3% | ?
COc1ccc(C)cc1-n1nnnc1SC/C(O)=C(\C#N)c1nc2ccccc2[nH]1 | 24.5% | 0.0% | ? | ? | -2.4% | 0.0% | 19.9% | -5.0% | 0.5% | 3.0% | i
c1cncc(CNc2ccnc(-c3cccnc3)n2)c1 | -1.5% | -26.1%[9.22 µM] | i | i | -0.5% | 1.6% | 9.0% | -0.8% | -0.4% | -2.9% | ?
CCOC(=O)c1[nH]c2ccccc2c1NC(=O)c1ccc(Br)o1 | -3.1% | 0.0% | i | i | 0.3% | -11.2% | 6.9% | -0.9% | -2.8% | -1.4% | i
O=C(CN(Cc1ccccc1F)S(=O)(=O)c1ccc(Cl)cc1)NCCCO | . | . | . | . | -3.5% | 4.4% | -1.6% | 2.3% | 1.5% | -1.9% | .
O=C(Cn1c(=O)oc2cc(S(=O)(=O)N3CCCC3)ccc21)NC1CCCc2ccccc21 (stereo not drawn) | . | . | . | . | 0.7% | 5.7% | -8.1% | 0.0% | -1.8% | -1.6% | .
Nc1nc2ccc(C(=O)Nc3ccccc3)cc2s1 | 0.8% | 0.0% | i | i | -0.5% | -3.0% | -9.1% | -0.4% | 2.0% | 0.1% | i
COc1cc(C(=O)OCCN2CCOCC2)cc(OC)c1OC | . | -2.3% | . | . | -8.1% | 6.8% | 5.5% | -17.9% | -0.9% | -0.4% | .
Oc1c(C(c2cccs2)N2CCN(c3cccc(Cl)c3)CC2)sc2ncnn12 (stereo not drawn) | . | . | . | . | -0.1% | 6.5% | ? | -1.3% | 1.6% | 2.5% | .
Cc1ccc(NC(=O)CSc2nnc(-c3ccncc3)n2C)cc1C | -2.6% | -3.2% | i | i | 3.3% | 1.9% | -1.8% | 5.2% | 0.4% | -2.4% | i
O=C(CSc1ncccn1)c1ccccc1Br | 7.1% | -1.1% | i | i | -0.6% | 0.9% | 1.8% | -0.9% | -1.0% | 0.3% | ?
FC(F)(F)c1ccccc1-c1nccc(NCc2ccccc2)n1 | 0.4% | -2.9%[9.22 µM] | i | i | -3.3% | 0.1% | ? | 1.0% | -1.0% | 0.2% | i
CC(=O)N1[C@H](C)C=C[C@]1(Cc1ccccc1)C(=O)NCc1cc(F)cc(C(F)(F)F)c1 | . | . | . | . | 2.8% | . | 22.6% | -1.0% | -0.5% | -1.6% | .
COc1ccc(-c2cc(C(F)(F)F)nc(N3CCN(C)CC3)n2)cc1 | 21.4% | 0.0% | 1.02e-08M* | ? | -3.0% | 7.4% | 26.2% | 0.3% | -4.9% | 1.8% | i
CN(C)C(=O)c1ccc(-c2ccc3ncnc(N(C)C)c3c2)cc1 | 8.3% | -0.6%[9.22 µM] | i | i | -3.2% | -0.4% | 5.7% | -3.6% | -2.2% | 0.5% | i
O=C(CCCCCn1c(=O)[nH]c2ccccc2c1=O)NCCCN1CCN(c2ccccc2F)CC1 | 41.9%[activator] | -2.1% | i | i | -1.6% | . | -3.3% | -1.2% | 1.3% | 0.5% | ?
CCOc1cc(N2CCOCC2)c(OCC)cc1NC(=O)CN1C(=O)NC(Cc2ccccc2)C1=O (stereo not drawn) | 13.0% | -0.6% | i | i | 2.1% | 4.3% | 2.6% | 1.3% | -0.1% | -1.8% | i
O=C(Nc1ccccc1)C1=C(O)CC(c2ccoc2)CC1=Nc1ccccc1 (stereo not drawn) | 35.3%[activator][7.66 µM] | 0.0% | . | . | -2.4% | 19.8%[9.17 µM] | 2.6%[11.4 µM] | -1.9% | 0.4% | 9.7% | .
CCCC(=O)C1=C(O)C(C(=O)OC)C(C)(C)CC1=Nc1ccncc1 (stereo not drawn) | 6.5% | -5.9% | . | . | -0.2% | -1.4% | 11.7% | 1.3% | -0.9% | -1.6% | .
O=C(NCCCN1CCOCC1)c1cc2c(s1)CSC2 | 16.1% | -2.6% | ? | ? | -6.2% | . | -0.4% | -7.2% | -0.9% | 1.1% | ?
COC1C(O)COC1/C=C/c1ccccc1 (stereo not drawn) | . | . | . | . | -0.7%[11.5 µM] | . | 1.4%[11.4 µM] | -2.3%[11.5 µM] | 0.2%[15.4 µM] | 0.7%[15.4 µM] | .
COc1ccccc1CNc1nc(-c2ccoc2)nc2ccccc12 | 139.3%[activator] | 2.2%[9.22 µM] | i | i | -4.3% | -4.8% | ? | -8.9% | 2.5% | 1.4% | i
CN1CCN(c2nc3c(c(=O)[nH]c(=O)n3C)n2CC(N)=O)CC1 | -4.4% | 0.0% | i | i | -2.0% | -2.4% | 5.3% | -0.4% | -0.4% | -2.6% | i
COc1cc2c(cc1OC)C(c1ccc3c(c1)OCO3)CC(=O)N2 (stereo not drawn) | 16.1% | 5.7% | i | ? | 1.0% | -2.0% | 7.9% | -1.2% | -0.9% | 0.1% | i
CCOc1cc(NS(=O)(=O)CC)c(OCC)cc1NC(=O)c1ccco1 | 3.8% | -0.3% | i | i | -3.3% | -2.3% | -3.1% | -1.1% | 0.2% | -0.3% | ?
CC(=O)N(c1ccc(C)cc1)C1C=CS(=O)(=O)C1 (stereo not drawn) | . | 0.0% | . | . | -2.4% | 27.8% | 9.2% | -0.8% | -0.8% | -3.2% | .
Cc1c(Cl)cccc1NC(=O)CCN1CCCCCC1 | -8.9% | 0.0% | i | i | -3.2% | -1.6% | 14.2% | -2.7% | 1.0% | -0.2% | i
CCCN(Cc1cc2cc(OC)ccc2[nH]c1=O)C(=O)c1ccncc1 | 1.8% | 4.2% | 2.19e-07M* | 2.9e-07M* | -7.6% | . | -1.5% | -5.9% | 0.7% | 1.5% | ?
Cc1nc(NCC2CCCO2)[nH]c(=O)c1CCC(C)C (stereo not drawn) | 5.0% | 0.0% | i | i | 0.9% | -5.3% | 4.0% | -0.5% | 0.6% | -1.3% | i
COc1ccccc1CN1CCCC2(CCN(C(=O)c3c(C)noc3C)CC2)C1 | 16.4% | -2.2%[9.22 µM] | 4.61e-08M* | 5.76e-08M* | 0.6% | 7.8% | 27.8% | 2.5% | -0.3% | -4.6% | ?
O=C1CC(Cc2ccc(Cl)cc2)C(=O)N1c1ccccn1 (stereo not drawn) | 6.4% | -3.2% | i | ? | 0.1% | -4.7% | 5.8% | -0.1% | 1.2% | 0.6% | i
CCOC(=O)c1cccc(NC(=O)c2ccco2)c1 | . | . | . | . | -4.4% | . | -27.9% | -0.3% | -0.6% | -1.2% | .
COc1ccc(CC(=O)Nc2cc(C)on2)cc1 | -5.0% | -3.2% | i | i | -0.2% | 1.2% | 2.3% | -1.5% | -0.3% | 0.7% | ?
COc1ccccc1CNC(=O)c1cc2c(s1)CS(=O)(=O)C2 | 30.5%[activator] | -2.0% | i | i | -1.0% | 7.0% | 17.4% | -2.5% | 0.4% | 1.7% | i
CC(C)CC(OC(=O)c1ccco1)C(=O)NCC1CCCO1 (stereo not drawn) | -0.1% | 1.9% | i | i | -0.1% | -3.0% | 14.2% | 1.3% | -3.1% | -0.4% | i
CCS(=O)(=O)N1CCCC(C(=O)NC2CCC(C)CC2)C1 (stereo not drawn) | 6.7% | 0.0% | i | i | 3.8% | -4.8% | 1.2% | -0.4% | -0.7% | 0.4% | i
Cc1nc2sc(C(c3cccs3)N3CCOCC3)c(O)n2n1 (stereo not drawn) | . | . | . | . | -4.2% | 5.7% | 10.9% | -2.6% | 0.8% | -1.4% | .
COC(=O)[C@@]1(Cc2ccc(F)cc2)[C@H]2c3cc(C(=O)N(C)C)n(CC4CC4)c3C[C@H]2CN1C(=O)c1ccccc1 | . | . | . | . | -2.6% | . | 6.31µM* | -5.8% | -2.9% | 0.6% | .
CC1CCN(c2nc3c(c(=O)[nH]c(=O)n3C)n2CCCc2ccccc2)CC1 | . | . | . | . | 3.3% | 1.4% | 15.4% | -3.4% | -2.6% | 4.7% | .
FC(F)(F)c1cccc(N2CCN(Cc3ccoc3)CC2)c1 | 0.3% | 2.9% | i | i | -1.9% | -2.0% | 14.8% | 1.0% | 0.7% | -0.4% | i
O=C(CSc1nnc(NC2CCCCC2)s1)NC1CCS(=O)(=O)C1 (stereo not drawn) | -13.7% | -1.7% | i | i | 2.7% | 3.2% | -1.9% | 1.3% | -0.5% | -3.3% | ?
